Screening results as filed in PubChem.
GPR151 activ = activators of human GPR151 | PathHunter beta-arrestin GPR151 cells, luminescence | Q8TDV0 | 650,000 tested, 1% active | activation, % at 11.2 µM; in the data active means activation above about 4.9%;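 further: 0% = median of compound wells and 100% = cells with positive control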
Target sequence (Q8TDV0 whole entry, looked up): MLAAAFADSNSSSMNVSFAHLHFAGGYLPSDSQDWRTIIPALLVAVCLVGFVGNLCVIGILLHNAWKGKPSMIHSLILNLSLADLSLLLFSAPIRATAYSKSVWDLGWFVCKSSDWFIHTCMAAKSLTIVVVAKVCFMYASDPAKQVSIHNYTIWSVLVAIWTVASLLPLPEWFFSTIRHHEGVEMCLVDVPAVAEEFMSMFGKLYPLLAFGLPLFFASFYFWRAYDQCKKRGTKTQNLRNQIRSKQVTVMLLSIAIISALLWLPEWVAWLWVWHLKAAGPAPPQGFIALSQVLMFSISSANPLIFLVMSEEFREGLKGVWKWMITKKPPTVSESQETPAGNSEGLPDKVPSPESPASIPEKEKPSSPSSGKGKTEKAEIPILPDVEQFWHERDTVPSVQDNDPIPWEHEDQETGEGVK
MITF primary = human MITF inhibition, primary screen; AlphaScreen MITF homodimerization, bead proximity signal; O75030; inhibition, % at 2.6 µM; 650,000 tested, 0.91% active; AID 1259374; in the data active means inhibition above about 50%;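 further: 0% = vehicle wells with protein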
TEAD-YAP block = TEAD-YAP interaction inhibition | 640,000 tested, 1.4% active | inhibition, % at 9.12 µM | HEK-TIYL cells, TEAD-Gal4/YAP UAS-luciferase luminescence | AID 1259422; in the data active means inhibition above about 32%;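 further: 0% = median of test compound wells and 100% = reference inhibitor wells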
FBW7 activator = human FBW7 E3 ligase activation, primary screen; Q969H0; 650,000 tested, 0.13% active; AlphaScreen FBW7–phospho-cyclin E peptide binding, activator screen; normalized activity (activation), % at 26.1 µM; in the data active means normalized activity above about 1.9%;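 further: purified mutant Fbw7 with reduced substrate affinity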
Target sequence (Q969H0 whole entry, looked up): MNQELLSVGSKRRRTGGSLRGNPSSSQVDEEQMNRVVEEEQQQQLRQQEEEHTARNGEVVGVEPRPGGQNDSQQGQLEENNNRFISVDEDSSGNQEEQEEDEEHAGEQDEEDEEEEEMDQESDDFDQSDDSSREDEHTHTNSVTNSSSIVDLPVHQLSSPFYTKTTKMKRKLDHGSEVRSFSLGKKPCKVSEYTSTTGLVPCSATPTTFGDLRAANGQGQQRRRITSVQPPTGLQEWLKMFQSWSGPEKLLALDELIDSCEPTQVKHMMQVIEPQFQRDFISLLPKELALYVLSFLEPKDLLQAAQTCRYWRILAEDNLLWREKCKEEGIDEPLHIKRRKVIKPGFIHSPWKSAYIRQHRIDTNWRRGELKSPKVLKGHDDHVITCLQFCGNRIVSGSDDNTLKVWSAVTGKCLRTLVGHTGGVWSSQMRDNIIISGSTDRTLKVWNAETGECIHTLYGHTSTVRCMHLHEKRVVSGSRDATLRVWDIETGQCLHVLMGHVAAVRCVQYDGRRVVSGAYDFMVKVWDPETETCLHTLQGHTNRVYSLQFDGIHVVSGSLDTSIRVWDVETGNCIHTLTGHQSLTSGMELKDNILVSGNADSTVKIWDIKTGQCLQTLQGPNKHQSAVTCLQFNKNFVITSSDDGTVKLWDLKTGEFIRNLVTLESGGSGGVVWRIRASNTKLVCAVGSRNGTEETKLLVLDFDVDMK
* hit, by the source's call; & = joins results of further samples.

SMILES	GPR151 activ	MITF primary	TEAD-YAP block	FBW7 activator
CCCOc1ccc(OCCSc2nnc(N)s2)cc1	-0.4	-2.8	-17.5	-0.1
CCCn1cc(SCC(=O)N2N=C(c3cccs3)CC2c2ccc(OC)cc2)c2ccccc21 (stereo not given)	3.1	0.7	5.2	-0.1
CCSCCOC(=O)C1=C(C)NC2=C(C(=O)C(C(=O)OC)C(C)C2)C1c1ccc(OC)c(Br)c1 (stereo not given)	1.6	-0.6	1.6	0.1
CC(C)OC(=O)c1c(NC(=O)c2ccc(Cl)cc2)sc2c1CCCC2	0.4	-1.8	4.6	-0.2
COc1cc2c(cc1O)C(C)=NC(C)(C)C2	0.7	7.3	1.1	-0.4
Cc1ccc(Cc2cnc(NC(=O)CCc3ccc(C)o3)s2)cc1	0.9	0.4	66.9*	0.0
CC(=O)Nc1ccccc1C(=O)C(=O)Nc1ccc(C(=O)N2CCC(C)CC2)cc1	-0.1	3.2	-3.2	0.0
O=C1c2cc(N3CCOCC3)c([N+](=O)[O-])cc2C(=O)N1c1cccc2c1CCCC2	0.2	9.5	-0.1	-0.1
COC(CNC(=O)CN1CCN(Cc2ccc(F)cc2)C1=O)OC	-1.6	3.9	-1.5	-0.2
COCCNC(=O)c1ccc(C(=O)c2ccccc2)cc1	-2.3	-6.4	-19.1	-0.1
Cc1ccc(NCC(=O)N/N=C\c2ccc(-c3cccc([N+](=O)[O-])c3)o2)cc1	1.0	19.6	-7.3	0.0
CCC(C)NC(=O)C1CCCN1S(=O)(=O)c1ccc2nc(-c3ccccc3)[nH]c2c1 (stereo not given)	-0.8	17.8	1.6	0.0
COc1cccc(CN2CCN(CC(=O)N3CCOCC3)[C@@H](C)C2)c1	-0.7	1.9	10.8	-0.1
COC(=O)CCN(C)Cc1ccc(C(F)(F)F)cc1	-0.4	39.9	-1.1	-0.3
CC(=O)Oc1ccc(Cl)cc1N1C(=O)c2ccc([N+](=O)[O-])cc2C1=O	-0.2	-3.0	-8.1	0.1
Oc1ccc(-c2nnc(-c3ccccc3)o2)cc1	-8.6	5.2	29.1	0.0
CCOc1ccccc1C(=O)NC(Nc1ccccc1)(C(F)(F)F)C(F)(F)F	-2.5	-14.8	3.0	0.0
COc1ccc(CCNC(=O)C(=O)NCc2ccco2)cc1	1.2	13.5	34.3*	0.9
COc1cc(S(=O)(=O)Nc2cccc(-c3cn4cccnc4n3)c2)c(C)cc1C	0.9	1.9	4.0	0.1
CCn1c(=O)n(CC(=O)Nc2cc(Cl)ccc2OC)c(=O)c2ccccc21	0.7	3.5	-5.5	0.1
CCCCCNc1sc(Cl)c([N+](=O)[O-])c1[N+](=O)[O-]	-1.1	12.7	65.1*	-0.1
CC(Oc1ccc(C(C)(C)C)cc1)C(=O)O/N=C(\N)c1ccccn1 (stereo not given)	-0.6	10.5	-15.7	0.0
COc1ccc(N2CCN(C(=O)c3sc4nc(-c5ccccc5)cn4c3C)CC2)cc1	3.0	-9.1	2.5	0.1
C/C(=N/Nc1ccccc1[N+](=O)[O-])c1ccccc1	0.1	3.5	-4.3	-0.1
C=CCNC(=O)c1c(-c2ccccc2)noc1C	1.4	2.0	4.1	0.2

Other records follow.
SMILES	GPR151 activ	MITF primary	TEAD-YAP block	FBW7 activator
CCCCOC(=O)c1cccc(NC(=S)NC(=O)c2ccc(Cl)cc2)c1	0.2	9.9	-6.7	0.0
O=C(COC(=O)c1cc[n+]([O-])cc1)Nc1ccc(Br)cc1	-0.3	11.1	4.9	0.1
COC(=O)CCc1c(C)c(C(=O)c2cccc(OC)c2OC)c2ccccn12	2.8	4.3	3.8	0.1
Cc1cccc(NC(=O)CSc2nnc(CNC(=O)c3c(F)cccc3F)o2)c1	-0.5	6.8	-2.1	-0.1
CC(C)N1C(=O)SC(Nc2ccccc2)C1=O (stereo not given)	-1.4	12.6	1.8	0.3
COCCNC(=S)N1CCN(Cc2cccc(F)c2)CC1	2.0	2.3	-2.6	-0.2
Cc1ccc(N2CC(C(=O)Nc3nncs3)CC2=O)cc1 (stereo not given)	0.0	-0.7	11.3	0.8
O=C(Nn1c(SCc2c(F)cccc2Cl)nc2ccsc2c1=O)c1ccccc1	-2.0	12.0	3.7	0.8
CCc1ccc(N(CC(=O)Nc2cccc(F)c2)S(C)(=O)=O)cc1	2.6	4.9	-35.7	0.2
COc1ccc(N/C=C/C(=O)c2cc(OC)c(OC)c(OC)c2)cc1	-1.3	15.1	42.0*	0.2
COc1cc(OC)c(CN2CCN(CCCc3ccccc3)C(CCO)C2)c(OC)c1 (stereo not given)	0.1	3.8	-6.9	0.2
O=C(Nc1ccc(S(=O)(=O)N2CCCCCC2)cc1)c1cccc([N+](=O)[O-])c1	-0.8	8.9	19.4	0.2
Cc1nn(-c2ccccc2)c2nc(-c3ccccc3)cc(C(=O)OCC(N)=O)c12	-1.7	-5.9	10.8	-0.1
CC(=O)c1cccc(-c2cc(NCCOc3ccccc3)nc(N)n2)c1	-0.8	7.8	-20.3	0.0
COCCn1c(SCC(=O)OC2CCCCC2)nnc1-c1ccccc1	-0.3	-7.2	-7.7	-0.1
O=C(O)CC1(CC(=O)NCCN2CCOCC2)CCCC1	1.9	0.4	1.6	0.0
O=S(=O)(NC(=S)NC1CCCCC1)c1ccc(Cl)s1	0.4	14.0	-2.4	0.0
CCOC(=O)c1c(C)n(-c2ccc(Cl)cc2)c2ccc(OC(=O)/C=C/c3ccccc3)cc12	-1.8	9.0	-4.9	0.1
S=C(c1c[nH]c2ccc(Br)cc12)N1CCOCC1	-1.5	-5.6	-2.8	-0.1
O=C(Nc1nc2ccc(-c3cn[nH]c3)cc2s1)C1COc2ccc(F)cc2C1 (stereo not given)	-0.8	13.7	47.8*	0.7
CCOc1ccccc1C1C(C(=O)OC2CCCC2)=C(C)NC2=C1C(=O)CC(c1ccc(OC)c(OC)c1)C2 (stereo not given)	-0.7	4.8	5.9	0.1
CCc1ccccc1N1C(=O)C2CC(C)=C(C)CC2C1=O (stereo not given)	1.8	-8.7	-6.5	0.0
Cc1cc(NC(=O)S(=O)(=O)c2ccccc2)ccc1NC(=O)c1ccco1	-0.2	-1.4	2.6	0.2
OC(CN1CCN(c2cccc(Cl)c2)CC1)Cn1c2ccccc2c2ccccc21 (stereo not given)	-0.6	-6.0	-6.9	-0.1
CC(=O)c1ccc(NC2=C(N3CCOCC3)C(=O)c3ccccc3C2=O)cc1	-0.2	3.1	0.2	-0.4

Further compounds follow:
SMILES	GPR151 activ	MITF primary	TEAD-YAP block	FBW7 activator
Cc1ccc(-c2ccc(=O)n(CC(=O)NC3CCCCC3C)n2)cc1 (stereo not given)	-0.3	13.4	4.7	0.2
C[C@H]1NC(=O)[C@@H]2C[C@H](NC(=O)c3cccnc3Oc3ccc(Cl)cc3)CN2C1=O	-0.6	17.0	5.3	0.2
COc1ccc(NC(=O)c2ccc(SC(C)C)cc2)cc1	-1.1	9.2	-44.5	0.2
COCCCNC(=O)Cn1c(C)c(C#N)c2ccccc21	0.0	3.6	-5.4	-0.3
O=C(c1cc(F)cc(F)c1)N1CCN2C(=O)[C@@H]3CSCN3C(=O)[C@H]2C1	-1.0	-4.0	0.1	0.1
O=C(CCCCC(=O)N1CCN(c2ccccc2)CC1)N1CCN(c2ccccc2)CC1	1.9	17.3	6.5	0.2
Cc1ccc(-c2ccc(=O)n(CCC(=O)NCc3ccc(F)cc3)n2)cc1	0.3	16.7	13.5	0.4
Clc1nc2ccccc2nc1N1CCOCC1	0.0	6.6	0.2	1.0
COC(=O)c1ccccc1NC(=O)CSc1nc2ccc(N)cc2s1	0.0	3.3	8.1	0.1
CC(=O)c1ccc(-n2nnnc2SCC(=O)Nc2ccc3c(c2)OCO3)cc1	0.0	-5.6	-19.3	-0.1
Cc1c(NC(=O)CN2C(=O)NC3(CCC(C)CC3)C2=O)c(=O)n(-c2ccccc2)n1C (stereo not given)	2.9	-1.8	-1.4	0.0
CN(CCC#N)CC1Cc2ccccc2O1 (stereo not given)	0.3	11.4	4.1	0.0
CC12CC3(C)CC(C)(C1)CC(C(=O)NCCO)(C2)C3	1.7	2.2	1.4	0.2
CC(C)[C@H](NS(=O)(=O)c1ccccc1F)C(=O)NCCc1ccc(Cl)cc1	0.0	6.6	1.9	0.2
Nc1nn(Cc2ccccc2)c(N)c1[N+](=O)[O-]	0.1	12.6	5.5	0.9
CCCn1c(=O)n(Cc2c(C)noc2C)c(=O)c2c1nc(C(F)(F)F)n2CCOC	1.8	2.2	2.1	0.0
Cc1cccc(N2CC(=O)N/C2=N\c2nc(C)cc(C)n2)c1	1.3	4.4	-11.0	0.1
COc1ccc(C(=O)COC(=O)C23CC4CC(CC(Cl)(C4)C2)C3)cc1	-0.4	-8.0	1.3	0.0
Cc1ccc2oc(-c3cccc(NC(=O)COc4ccc(C)c(C)c4)c3)nc2c1	0.2	-4.1	-11.1	0.0
Cn1c(=O)c2c(nc(N3CCC(C(N)=O)CC3)n2Cc2ccccc2)n(C)c1=O	-0.2	-0.3	1.4	-0.1
O=C(Nc1ccc(N2CCOCC2)cc1)c1ccc(-c2cccc(Cl)c2)o1	-0.1	10.8	-9.2	-0.1
Cc1cc(C(F)(F)F)nc(SCC(=O)Nc2ccc(F)cc2)n1	2.2	7.9	7.7	0.0
O=[N+]([O-])c1ccccc1Nc1nc(OC(C(F)(F)F)C(F)(F)F)nc(OC(C(F)(F)F)C(F)(F)F)n1	1.1	5.9	6.4	0.5
COc1cc(OC)c(/C(C)=N\Nc2ccc(F)cc2)c(OC)c1	-0.9	-7.6	-1.2	-0.3
S=C(S)OC1CC2CC1C1CCCC21 (stereo not given)	1.1&0.9	18.1&2.9	-9.5	-0.1&0.1

Continued.
SMILES	GPR151 activ	MITF primary	TEAD-YAP block	FBW7 activator
CC(C)NC(=O)CCCN(C)S(=O)(=O)c1ccc2c(c1)C(=O)c1ccccc1C2=O	-0.2	0.1	1.4	0.0
Cc1ccc(NC(=O)C(=O)NCc2ccccc2Cl)c(C)c1	0.3	-10.4	-3.2	0.0
Cc1nn(CC(=O)NCCCN2CCCC2=O)c(=O)c2cc3sccc3n12	0.1	-0.7	-7.8	0.1
COC(=O)c1c(-c2ccc(C)c(C)c2)csc1NC(=O)CCCC(=O)O	0.2	-8.1	33.4*	0.0
Cc1ccccc1N(CC(=O)Nc1cccc(C)c1C)S(C)(=O)=O	0.0	-6.4	1.3	0.0
CCn1c(=N)n(CC(=O)c2ccccc2)c2ccccc21	-1.1	2.1	-32.6	0.6
Cc1nc2sccn2c(=O)c1S(=O)(=O)Nc1cc(C(F)(F)F)ccc1Cl	-3.1	13.3	9.5	0.1
CCC(C)COC(=O)c1ccc(-c2ccc(-c3ccc(C(=O)OCC(C)CC)cc3)cc2)cc1 (stereo not given)	1.8	4.8	-3.8	-0.1
CCOC(=O)c1c(NC(=O)c2ccc(S(=O)(=O)N3CCCc4ccccc43)cc2)sc2c1CCN(C(=O)OCC)C2	0.0	-7.6	5.8	0.1
CCOc1ccc(N/C=C\C(=O)c2ccc(C)cc2)cc1	1.1	-0.8	-18.0	0.1
O=C(CN1C(=O)C2CCCN2C(=O)c2ccccc21)Nc1ccccc1-n1cccc1 (stereo not given)	1.3	9.9	7.7	0.0
CC(C)(C)NC(NC(C)(C)C)=C(/C=C(\Cl)[N+](=O)[O-])[N+](=O)[O-]	0.4	26.5	-1.2	0.0
c1ccc(CNc2nc(-c3ccc(N4CCOCC4)nc3)nc3nc[nH]c23)cc1	-1.0	-7.4	0.5	0.1
O=S(=O)(N/N=C/c1ccc(O)cc1)c1ccc(Cl)cc1	-1.1	9.9	1.0	0.0
CCN(CC)CCNC1CCS(=O)(=O)C1 (stereo not given)	0.5	-0.8	-8.1	0.0
COc1ccc(/C=C2/C(=O)NN=C2N)cc1	2.3	-4.9	-6.5	-0.2
O=C1C(Cl)=C(Sc2n[nH]c(=O)[nH]c2=O)C(=O)N1c1ccccc1	-0.5	1.3	-6.7	0.0
C/C(=C\C(=O)c1cccnc1)Nc1ccc(C(=O)O)cc1	0.4	-1.5	3.8	0.0
C[C@@H](c1ccccc1)n1c(=O)[nH]c2nc(-c3ccc(N4CCNCC4)cc3)cnc21	-1.3	-18.2	2.3	0.6
Cc1cccc(NC(=S)N2CCC(C(N)=O)CC2)c1C	-0.3	10.8	6.5	0.1
O=C(Nc1ccc2c(c1)C(=O)N(c1ccccc1)C2=O)c1ccc(Br)s1	0.7	10.9	-4.0	-0.1
CC(=O)N1CCc2c(sc(NC(=O)COc3ccc(Cl)cc3)c2C(N)=O)C1	0.2	0.4	-4.2	-0.1
COc1ccc(NC(=S)NNS(=O)(=O)c2cccc([N+](=O)[O-])c2)cc1	4.9*	-23.7	-11.1	-0.2
CCn1c(Cc2ccccc2)nnc1SCC(=O)N1CCCCC1C (stereo not given)	1.9	9.6	-0.1	0.1
COC(=O)c1c(C)oc2ccc(OCC(=O)c3ccc(OC)cc3)cc12	1.6	-17.9	12.3	-0.1

Record cards, from the list above. Values in the order: GPR151 activ	MITF primary	TEAD-YAP block	FBW7 activator
Shown for Cc1ccc(-c2ccc(=O)n(CC(=O)NC3CCCCC3C)n2)cc1 (stereo not given) → -0.3	13.4	4.7	0.2
Shown for O=C1C(Cl)=C(Sc2n[nH]c(=O)[nH]c2=O)C(=O)N1c1ccccc1 → -0.5	1.3	-6.7	0.0

Single entries from above:
Cc1nn(CC(=O)NCCCN2CCCC2=O)c(=O)c2cc3sccc3n12 in MITF primary: -0.7
Cc1ccccc1N(CC(=O)Nc1cccc(C)c1C)S(C)(=O)=O in FBW7 activator: 0.0
CC(C)(C)NC(NC(C)(C)C)=C(/C=C(\Cl)[N+](=O)[O-])[N+](=O)[O-] in TEAD-YAP block: -1.2
CCOc1ccc(N/C=C\C(=O)c2ccc(C)cc2)cc1 in MITF primary: -0.8
CCn1c(Cc2ccccc2)nnc1SCC(=O)N1CCCCC1C (stereo not given) in MITF primary: 9.6
Cc1ccc(NC(=O)C(=O)NCc2ccccc2Cl)c(C)c1 in TEAD-YAP block: -3.2
